KB-3-1 tox: kills parental KB-3-1 adenocarcinoma cells; KB-3-1 viability, CellTiter-Glo ATP luminescence, 72 h; Potency, µM (top dose mostly 46.1 µM), without a hit: top-dose activity change, negative = cytotoxic, most hits filed as cytotoxic; actives 1.4% (n = 400,000); AID 1347075; note: potency is the fitted concentration of half-maximal effect; % is set by controls: 0 for no effect and ±100 for the full control effect; nearly all actives have a fitted effect of over 60% in size
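Here the drug-naive KB-3-1 line serves as comparator for MDR sub-line selectivity; cells received compound titrations, 72 h at 37 °C, then CellTiter-Glo readout.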
HT1080NT lethal: kills 2HG-producing HT-1080-NT fibrosarcoma cells. HT-1080-NT fibrosarcoma viability, CellTiter-Glo ATP luminescence, 48 h. Potency, µM (doses to about 46.1 µM), without a hit: at the top dose activity, negative = less viability, usual class: cytotoxic. actives 1.6% (n = 360,000). AID 686970;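 note: NT is the 2HG producing partner of a matched IDH1 knockdown line; potency is the fitted concentration of half-maximal effect; 0% = DMSO-treated cells and -100% = media-only wells without cells; nearly all actives have a fitted effect of over 55% in size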
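Compounds were tested in concentration-response format on HT-1080-NT cells for 48 hours at 37 degrees C. Cell viability came from CellTiter-Glo luminescence; curves were classified by r2, response magnitude and activity.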
IL1B secr inh: blocks inflammasome-driven IL-1 beta release; THP-1 LPS/ATP IL-1B secretion, AlphaLISA, 16 h; hits give low values; activity change, % at 57.5 µM; actives 4.7% (n = 360,000); AID 743279; in the data active = activity change below about -50%; inconclusive = mostly about -30% to -49%; note: % is set by controls: 0 for no effect and ±100 for the full control effect
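Secreted IL-1B measured by AlphaLISA bead assay after 16 h compound exposure of THP-1 cells; compounds (final up to 57.5 uM) added 1 h before LPS (250 ng/mL) and ATP (1.25 mM) stimulation; lower signal means less secretion.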
HEK293 tox: cytotoxicity in counter-screen for GLP-1R inverse agonists. AID 624418. actives 0.13% (n = 410,000). Potency, µM (highest dose often 38.3 µM), for the others: top-dose activity change, negative = inhibition, usual class: inhibitors. HEK293 cAMP-luciferase reporter cells, luminescence, 24 h;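 note: loss of luciferase light is scored as toxicity; potency is the fitted concentration of half-maximal effect; % is set by controls: 0 for no effect and ±100 for the full control effect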
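Quantitative HTS format, 1536 wells, 200 cells/uL seeded. Compounds: 23 nL, 24 h, 37 °C. Detection: luciferase reagent, luminescence at 12 min RT; decreased signal taken as cytotoxic.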
SW480 rerep: inducers of DNA re-replication in SW480 colon cancer cells. SW480 DNA re-replication, Hoechst DNA content imaging, 48 h. Potency, µM (titrated, usually from 46.1 µM), for the others: at the top dose re-replication activation, most hits filed as activators. actives 1.8% (n = 340,000). AID 624297; note: potency is the fitted concentration of half-maximal effect; % of control where 0% means no effect; nearly all actives have a fitted effect of over 55% in size
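250 cells/well; 23 nL cpd via pin tool; 48 hr, 37 C, 5% CO2; Hoechst 40 min; imager read of total nuclear intensity, ex 405/em 500-530 nm.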
HT1080 IDH1KD tx: toxicity to HT-1080 IDH1 knockdown cells (counter line); HT-1080 IDH1 knockdown viability, ATP luminescence, 48 h; Potency, µM (top dose mostly 46.1 µM), for the others: top-dose activity, negative = toxicity, hits mostly cytotoxic; actives 2% (n = 360,000);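 note: potency is the fitted concentration of half-maximal effect; 0% = DMSO wells and -100% = cell-free medium wells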
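After a 2 h attachment period, IDH1KD HT-1080 cells took pin-transferred compound for 48 h at 37 °C; ATP-based luminescence after 10 min room-temperature reagent incubation reported viability.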
KB-V1 cytotox: kills drug-selected multidrug resistant KB-V1 cells. KB-V1 MDR cells viability, CellTiter-Glo, 72 h. Potency, µM (highest dose often 46.1 µM), for the others: at the highest dose activity change, negative = cytotoxicity, most hits filed as cytotoxic. actives 3.4% (n = 400,000). AID 1347076; note: potency is the fitted concentration of half-maximal effect; % is set by controls: 0 for no effect and ±100 for the full control effect; nearly all actives have a fitted effect of over 60% in size
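In this primary screen, KB-V1 cells overexpressing P-gp are incubated with library compounds (lowest to highest concentration) for 72 h at 37 degrees C before a luminescent ATP viability read.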
DRD3 agonist: activates the human D3 dopamine receptor. D3R DiscoveRx beta-arrestin cells, luminescence, 90 min. P35462. actives 0.58% (n = 410,000). max activation, %; in the data active = max activation above about 30%; note: 0% is about no effect; mostly tested at two doses, the higher about 12 µM
Target sequence (P35462 whole entry, looked up): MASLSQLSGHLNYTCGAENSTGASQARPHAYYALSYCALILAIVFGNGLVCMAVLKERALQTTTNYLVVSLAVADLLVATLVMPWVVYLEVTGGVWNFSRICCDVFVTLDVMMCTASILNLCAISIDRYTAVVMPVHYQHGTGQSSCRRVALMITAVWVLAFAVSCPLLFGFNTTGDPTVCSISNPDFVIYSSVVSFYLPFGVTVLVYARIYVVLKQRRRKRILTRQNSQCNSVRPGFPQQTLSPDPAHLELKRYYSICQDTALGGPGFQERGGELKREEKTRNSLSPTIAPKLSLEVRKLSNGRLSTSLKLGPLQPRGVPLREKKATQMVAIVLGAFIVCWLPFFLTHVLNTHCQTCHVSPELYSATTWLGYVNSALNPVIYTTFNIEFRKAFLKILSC
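Agonist-mode cell screen: cells plated at 1500/well and incubated overnight at 37 °C, then exposed to library compounds for 90 min at 37 °C. Detection reagent was added for 30–60 min at room temperature, and luminescence was read.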
MCF10A rereplic: induces DNA re-replication in MCF 10a normal breast cells; Potency, µM (top dose mostly 46.1 µM), without a hit: at the top dose activity, positive = re-replication, actives largely listed as activators; actives 2.9% (n = 350,000); AID 624296; MCF 10A DNA re-replication, Hoechst nuclear intensity, 48 h; note: potency is the fitted concentration of half-maximal effect; % of control where 0% means no effect; nearly all actives have a fitted effect of over 50% in size
Numbers without * were called inactive; ? = inconclusive; nt = no result given; & = joins results of further samples; [ ] = remark or other dose. Unless noted, calls come from the whole dose curve; as a rule, active = well fitted curve in the direction sought with a large enough effect; inconclusive = small, poorly fitted or top-dose-only effect, or another doubt; inactive = no such curve, though single readings can be large; an effect the other way counts as inactive or inconclusive.

SMILES	KB-3-1 tox	HT1080NT lethal	IL1B secr inh	HEK293 tox	SW480 rerep	HT1080 IDH1KD tx	KB-V1 cytotox	DRD3 agonist	MCF10A rereplic
COc1ccc(CCN2CC(C(=O)N3CCCCCC3)CCC2=O)cc1 (configuration not stated)	?	2%	-11	-1%	-3%	24%	-26%	-1	-3%
CCc1ccc(/C=N/NC(=O)c2cc(C)on2)s1	0%	-8%	-3	?	-5%	?	4%	-10	-3%
COCCn1c(SCC(=O)N2CCCC2)nnc1C(C)C	-6%	15%	35	-15%	-9%	8%	15%	3	-6%
COc1ccc(CCNC(=O)c2cnc3scc(C)n3c2=O)cc1OC	-2%	10%	22	-17%	-9%	-3%	0%	5	-4%
Cc1cc(OCC(=O)NCC2CCC(C(=O)O)CC2)c2c(C)c(Cc3ccccc3)c(=O)oc2c1 (configuration not stated)	0%	-6%	8	7%	3%	-2%	0%	13	-3%
O=C(NCC1CCOCC1)c1cc(COc2ccc(F)cc2F)on1	10%	16%	-18	-13%	-6%	-5%	-2%	-2	-2%
Cc1ccc(CN2C(=O)NC(Cc3c[nH]c4ccccc34)C2=O)cc1 (configuration not stated)	13%	8%	9	-1%	-6%	11%	?	13	-1%
CC(C)c1nnc(NC(=O)COc2ccccc2[N+](=O)[O-])s1	-2%	2%	-16	-6%	-1%	3%	-11%	-5	-4%
CCC(C)NS(=O)(=O)c1ccc(OCC(=O)NCc2ccc3c(c2)OCO3)cc1 (configuration not stated)	8%	-2%	14	-4%	-10%	2%	-18%	-4	8%
O=C(O)c1ccc(NCc2cccnc2)cc1	-6%	0%	14	0%	-1%	-8%	1%	-3	11%
CC1CC(C)(C)OC(C[N+]2(C)CCCCC2)O1 (configuration not stated)	-2%	10%	16	7%	-41%[inhibitor]	15%	?	4	0%
COc1cc(/C=N/N2CCN(c3ccccc3OC)CC2)ccc1O	-1%	9%	-1	6%	-6%	4%	-31%	-23	1%
O=C(NNc1nc2cc3c(cc2s1)OCCO3)c1ccc(F)cc1	?	-19%	-7	-26%	-28%	1%	?	10	0.26µM*
CN(C)c1ccsc1C(=O)NNS(=O)(=O)c1ccc(Cl)cc1	2%	-9%	10	-11%	-6%	-11%	-9%	-3	-1%
O=C(c1ccc(F)cc1)N1CCC(C(=O)N2CCCc3ccccc32)CC1	0%	1%	9	4%	nt	2%	1%	0	nt
CCOC(=O)c1sc(N2C(=O)c3oc4ccc(F)cc4c(=O)c3C2c2ccc(O)cc2)nc1C (configuration not stated)	-2%	nt	nt	3%	nt	nt	4%	4	nt
Cc1ccc(NC(=O)CSc2nnc(-c3ccncc3)o2)cc1C	5%	4%	0	0%[7.66 µM]	-5%	-7%	?	-3	-4%
C[n+]1ccc(C(=O)N/N=C/c2ccco2)cc1	-8%	-2%	0	12%	-62%[inhibitor]	-2%	-13%	-5	-16%
CC(C)CN(CCCNC(=O)c1cn(C)c2ccc(S(=O)(=O)N(C)C3CCCCC3)cc2c1=O)CC(C)C	9%	nt	nt	-12%	nt	nt	3%	-4	nt
COC(=O)c1ccc(NC(=O)CSc2nncn2C)cc1	9%	17%	-5	-3%	-4%[9.22 µM]	6%	18%	1	-2%
COc1ccc(S(=O)(=O)N2CCCCCC2)cc1C(=O)OCc1c(C)noc1C	1%	-5%	9	-23%	-3%	-14%	?	2	17%
CCCc1nnc2n1N=C(c1ccc(OC)c(OC)c1)CS2	-10%	0%	-10	10%	?	-11%	?	1	12%
COCCNC(=O)CNC(=O)c1nn(-c2ccc(OC)c(Cl)c2)c(=O)c2ccccc12	8%	-5%	-22	-9%	-6%	5%	-8%	1	1%
O=C(Nc1nccs1)c1ccc(S(=O)(=O)N2CCCCC2)cc1	-3%	-1%	22	-12%	-5%	0%	-1%	-3	7%
CCCCN(CCCC)CCNC(=O)Cn1nc(CC)n2c(cc3sccc32)c1=O	11%	nt	nt	-1%	nt	nt	-20%	-24	nt
CCOC(=O)CSc1nc2sc3c(c2c(=O)n1-c1ccc(OCC)cc1)CCN(C)C3	4%	-2%	17	-2%	-17%	2%	16%	5	-3%
O=C1NCC(O)=C1C=Nc1ccccc1O	0%	-29%	7	8%	-6%	?	1%	-5	1%
Cc1ccc(S(=O)(=O)N2CCCOC2CNC(=O)C(=O)NC2CCCC2)cc1 (configuration not stated)	nt	26%	3	-10%	17%	7%	nt	6	-41%[inhibitor]
COC(=O)C[C@H](NC(=O)Cn1cc(C)c(=O)[nH]c1=O)C(=O)OC	?	12%	12	-8%	0%	8%	-4%	3	-14%
Cc1ccc(N2CC(C(=O)OCc3nc(N)nc(Nc4ccccc4C)n3)CC2=O)cc1 (configuration not stated)	-3%	-1%	-11	-2%	-31%[inhibitor]	9%	5%	-1	7%
O=C(NCCCn1ccnc1)c1nc(Cn2cc(Br)cn2)no1	-8%	-6%	11	-19%	?	3%	-6%	-7	12%
Nc1ccc(-c2c3ccccc3nc3ccccc23)cc1	-4%	-4%	3	2%	2%	-16%	7%	-18	1%
CCn1c(C)c(C)c2cc(C(=O)N3CCCC3)ccc21	?	-1%	0	0%	4%	-3%	-4%	3	?
CSc1cccc(CN2CCCC(CNC(=O)c3ccco3)C2)c1 (configuration not stated)	9%	8%	-3	11%	-6%	13%	?	-10	-3%
CCN(CCCNC(=O)CCc1nc(-c2ccc(OC)cc2)no1)c1cccc(C)c1	-16%	?	-22	7%	13%	-23%	-12%	6	20%
O=C(NCCN1CCOCC1)c1cc(-c2ccccc2)nc2ccccc12	25%	-1%	-12	-6%	nt	0%	?	-18	nt
Cn1c(N)c(C(=O)Nc2ccc(-c3ccccc3)cc2)sc1=S	-7%	-3%	-1	-3%	6%	-8%	-13%	-3	12%
Cc1sc2ncnc(SCC(=O)NC3CC3)c2c1C	-22%	-1%	0	-4%	-11%	-2%	21µM*	-6	-3%
COc1cc(OC)cc(C(=O)NC(=S)NNC(=O)c2cnccn2)c1	?	-10%	37	-2%[1.53 µM]	?	?	?	-17	?
COC(=O)c1cc(COC(=O)c2nc3nccc(C)n3n2)oc1C	0%	4%	-7	-8%	-14%	8%	-2%	0	?
CCCN1CCN(C(=S)Nc2ccc(S(N)(=O)=O)cc2)CC1	7%	5%	8	1%	5%	0%	7%	-1	11%
CC(C)CNc1nc(Oc2ccc(=O)[nH]n2)nc(N2CCOCC2)n1	21%	4%	19	-3%	15%	2%	8%	8	-11%
CCc1ccccc1NC(=O)CN(C)C(=O)CSc1nnc(Nc2ccc(C)cc2)s1	-17%	-8%	?	-25%	-51%[inhibitor]	0%	15µM*	2	-36%[inhibitor]
CCc1sc(C(=O)NC)cc1Br	12%	12%	3	19%	-9%	-10%	5%	-17	15%
CCNC(=S)NNC(=O)c1cccc(Br)c1	8%	-1%	8	13%	8%	1%[9.24 µM]	?	2	25%
CC(=O)c1cccc(NC(=O)C(C)OC(=O)CCn2c(C)csc2=O)c1 (configuration not stated)	1%	16%	-1	5%	-3%	-1%	-15%	-2	-10%
COc1ccccc1N1C(=O)C2C(C(=O)c3ccccc3)=NN(c3ccc(C)cc3)C2C1=O (configuration not stated)	11%	14%	67	97%[activator]	?	0%	67%	-1	?
c1ccc2c(c1)[nH]c1ccccc12	0%	1%	-5	3%	-8%	-1%	-15%	-16	-8%
COc1cc(/C(C)=N/N2CCN(Cc3ccc(C)cc3)CC2)ccc1O	-2%	0%	-1	-22%	2%	5%	-12%	-16	-1%
COc1ccc(NC(=O)NCCc2cccc(Cl)c2)cc1OC	-1%	-4%	-20	2%	33%	-2%	-18%	-6	1%
CCCOC(=O)C1NC(=O)N2C(C(=O)OCCC)C(C)(C)S[C@H]12 (some centres not stated)	15%&9%	23%	-2	?	-5%	9%	6%&1%	5	2%

Seven records picked at random from those above:
SMILES	KB-3-1 tox	HT1080NT lethal	IL1B secr inh	HEK293 tox	SW480 rerep	HT1080 IDH1KD tx	KB-V1 cytotox	DRD3 agonist	MCF10A rereplic
COc1ccccc1N1C(=O)C2C(C(=O)c3ccccc3)=NN(c3ccc(C)cc3)C2C1=O (configuration not stated)	11%	14%	67	97%[activator]	?	0%	67%	-1	?
CCc1sc(C(=O)NC)cc1Br	12%	12%	3	19%	-9%	-10%	5%	-17	15%
CCNC(=S)NNC(=O)c1cccc(Br)c1	8%	-1%	8	13%	8%	1%[9.24 µM]	?	2	25%
COc1cc(/C(C)=N/N2CCN(Cc3ccc(C)cc3)CC2)ccc1O	-2%	0%	-1	-22%	2%	5%	-12%	-16	-1%
CCCOC(=O)C1NC(=O)N2C(C(=O)OCCC)C(C)(C)S[C@H]12 (some centres not stated)	15%&9%	23%	-2	?	-5%	9%	6%&1%	5	2%
COc1ccc(NC(=O)NCCc2cccc(Cl)c2)cc1OC	-1%	-4%	-20	2%	33%	-2%	-18%	-6	1%
CCCN1CCN(C(=S)Nc2ccc(S(N)(=O)=O)cc2)CC1	7%	5%	8	1%	5%	0%	7%	-1	11%
